Source: PubChem BioAssay (several laboratories)
Rtt109 HAT inh – C. albicans Rtt109 histone acetyltransferase inhibition; Q5AAJ8; purified Rtt109/Vps75, ThioGlo CoA-SH fluorescence, 4 h; inhibition, % at 34.9 µM; 0.16% of 330,000 active; AID 540336;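 active = inhibition of at least 50% in every replicate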
Target sequence (Q5AAJ8 whole entry, looked up): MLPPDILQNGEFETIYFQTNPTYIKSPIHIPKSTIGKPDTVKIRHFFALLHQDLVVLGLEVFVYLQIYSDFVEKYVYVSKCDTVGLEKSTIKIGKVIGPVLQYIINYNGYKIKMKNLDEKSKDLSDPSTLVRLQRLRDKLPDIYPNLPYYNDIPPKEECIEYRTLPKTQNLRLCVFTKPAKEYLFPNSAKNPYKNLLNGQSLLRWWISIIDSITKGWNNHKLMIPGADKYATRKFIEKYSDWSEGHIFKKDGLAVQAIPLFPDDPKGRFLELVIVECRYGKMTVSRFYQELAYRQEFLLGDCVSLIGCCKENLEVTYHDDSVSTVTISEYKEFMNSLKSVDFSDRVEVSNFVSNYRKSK
RTF Ca sens act – cardiac RTF calcium sensitization | P19429+P45379 | IANBD-labeled TnC RTF fluorescence at EC20 calcium; 0% EC20 calcium, 100% full calcium | activation, % at 7.2 µM | 0.24% of 340,000 active;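 active = activation above the mean over all tested compounds plus 3 SD, cut at about 30% in these data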;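 note: rise in fluorescence read as greater calcium sensitivity of cardiac thin filaments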
CAL PDZ FP-1 – inhibitors of human CAL PDZ peptide binding | AID 602252 | 0.92% of 300,000 active | inhibition, % at 24.9 µM | purified CAL PDZ, TMR-peptide fluorescence polarization, 1 h;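 active = mean inhibition of at least 30% with at least half of replicates also reaching 30%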;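 note: 0% = DMSO neutral control and 100% = excess unlabeled competitor peptide PRC23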
C-LANA FP – blocks KSHV LANA C-terminal domain binding to DNA. 0.078% of 340,000 active. MBP-C-LANA/FAM-LBS DNA binding, fluorescence polarization. inhibition, % at 9 µM;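 active = highest replicate inhibition at or above 60% at 9 µM, even if other replicates fall short; inactive = all replicates below 60% inhibition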;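 note: 0% = neutral control wells and 100% = 4 µM acridine orange control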
PKA-R2B activ – activates the human PKA-R2B holoenzyme complex | P22694+P31323 | PKA-R2B holoenzyme dissociation, Cy5-IP20 fluorescence polarization; R2B truncated from residue 108, S112A mutant; 0% DMSO only, 100% 113 µM cGMP | activation, % at 11.4 µM | 0.079% of 340,000 active;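 active = activation above a cutoff set at the mean over all compounds plus 3 SD, cut at about 18% in these data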;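 note: higher means more holoenzyme dissociation and a rise in polarization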
DAGLB inhibitor – diacylglycerol lipase beta (human) inhibition; Q8NCG7; HEK293T DAGLB membrane lysate, EnzChek fluorogenic substrate; inhibition, % at 5.17 µM; 0.059% of 340,000 active; AID 504411; in the data active = inhibition above about 34%;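 note: 0% = enzyme with vehicle and 100% = wells lacking enzyme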
Cardiac RTF inh – cardiac RTF calcium desensitization; IANBD-labeled cardiac RTF, Ca2+ fluorescence; AID 493244; P19429+P45379; 0.12% of 340,000 active; inhibition, % at 7.15 µM;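 active = inhibition above the mean inhibition of all tested compounds plus 3 SD, cut at about 17% in these data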;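 note: assay run at fixed EC70 calcium of 1.6 mM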
CAL PDZ FP-2 – inhibitors of human CAL PDZ peptide binding | Q9HD26 | purified CAL PDZ, TMR-peptide fluorescence polarization, 1 h | inhibition, % at 20 µM | 0.02% of 330,000 active | AID 504414;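 active = highest replicate inhibition of at least 40%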;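 note: plate controls were DMSO neutral control wells for no effect and unlabeled competitor peptide control wells for full effect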
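Test system: tagged CAL PDZ domain / Buffer or medium: sodium phosphate/NaCl buffer pH 7.4 with TCEP, IgG, Thesit / Reagent: TMR-labelled reporter peptide T*-PRC34 bound in PDZ groove / Compound dosing: single point, 20 µM / Schedule: 1 h incubation at room temperature before polarization reading / Technique: fluorescence polarization (mP) / Benchmarks: unlabelled peptide, DMSO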
Keap1-Nrf2 PPI – Keap1-Nrf2 (human) interaction inhibition | Q14145 | Keap1 Kelch-Nrf2 peptide fluorescence polarization, 1536-well | inhibition, % at 9.4 µM | 0.15% of 340,000 active; in the data active = inhibition above about 12%;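 note: human Keap1 Kelch domain with fluorescein labeled Nrf2 9mer peptide probe; 0% = neutral control wells and 100% = peptide positive control; higher means more block of Keap1 binding to Nrf2 peptide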
Target sequence (Q14145 whole entry, looked up, the tested form may be a part): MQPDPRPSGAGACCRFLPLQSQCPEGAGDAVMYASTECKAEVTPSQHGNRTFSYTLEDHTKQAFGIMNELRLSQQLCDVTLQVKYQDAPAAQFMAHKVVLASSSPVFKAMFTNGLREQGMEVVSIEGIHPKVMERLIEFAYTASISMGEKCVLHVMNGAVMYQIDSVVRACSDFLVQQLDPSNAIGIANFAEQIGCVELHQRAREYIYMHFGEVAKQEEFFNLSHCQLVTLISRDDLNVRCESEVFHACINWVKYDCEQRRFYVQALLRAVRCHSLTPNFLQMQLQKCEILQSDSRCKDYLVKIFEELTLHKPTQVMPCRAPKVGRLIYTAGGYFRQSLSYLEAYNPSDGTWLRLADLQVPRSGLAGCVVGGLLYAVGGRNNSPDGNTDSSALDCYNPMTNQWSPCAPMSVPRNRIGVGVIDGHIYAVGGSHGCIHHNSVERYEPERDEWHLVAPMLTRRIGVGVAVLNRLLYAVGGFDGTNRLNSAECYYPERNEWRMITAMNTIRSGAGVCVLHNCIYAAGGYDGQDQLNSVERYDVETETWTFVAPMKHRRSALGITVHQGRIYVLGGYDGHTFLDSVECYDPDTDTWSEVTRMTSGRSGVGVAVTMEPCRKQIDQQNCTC
SR-BI uptake up – activators of SR-BI mediated HDL lipid uptake; CHO ldlA[mSR-BI] cells, DiI-HDL uptake fluorescence, 3 h; 100 = double the neutral-control signal; activation, % at 12.5 µM; 0.096% of 320,000 active; AID 504775;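 active = mean replicate activation of at least 60% and every replicate at or above 60%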;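 note: 0% = median plate neutral-control signal and 100% = twice that signal; values of inactives mirror those of a sister screen read the other way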
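System: CHO ldlA[mSR-BI] cells / Medium: HEPES-buffered (25 mM, pH 7.4) F12 plus 0.5% BSA / Probe or stimulus: labelled HDL, 10 µg/mL / Doses: single compound concentration, delivered by pin transfer / Schedule: 3 h, 37 °C / Measured by: DiI fluorescence, bottom read / Measure: cell-associated DiI fluorescence as measure of HDL uptake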
Numbers without * were called inactive; x = no result given; + = active, no number. Compounds as they come (roughly 1.6% active in at least one column).

SMILES	Rtt109 HAT inh	RTF Ca sens act	CAL PDZ FP-1	C-LANA FP	PKA-R2B activ	DAGLB inhibitor	Cardiac RTF inh	CAL PDZ FP-2	Keap1-Nrf2 PPI	SR-BI uptake up
COc1ccc(NS(=O)(=O)c2ccc(C)c(C(=O)OC(C)C(=O)N3CCOCC3)c2)cc1 (stereo not drawn)	5	4	-4	0.4	-8	2	2	-1.4	-2	11
C=CCn1c(C)cc(-c2csc(NC)n2)c1C	-2	8	1	8.9	-2	1	-12	-0.1	-1	-14
CC(C)(C)CC(C)(C)NC(=S)Nc1ccc(S(=O)(=O)N2CCOCC2)cc1	7	0	2	-2.2	5	0	-18	-0.7	-2	0
CCC(=O)N1CCc2cc(S(=O)(=O)NCCC(=O)N3CCN(c4cccc(OC)c4)CC3)ccc21	-2	-4	-2	-0.2	-4	2	2	-3.4	-3	-27
O=c1c2ccccc2nc(-c2ccccc2)n1/N=C/c1ccc([N+](=O)[O-])cc1	-2	4	x	0.1	0	2	0	-1.0	-6	-6
O=C1CCCCN1CCC(=O)N1CCCC(N2CCN(c3cccc(Cl)c3)CC2)C1 (stereo not drawn)	-2	-6	-3	1.1	0	0	-3	-1.8	-1	-1
NC1=Nc2cccc3cccc1c23	-16	-2	2	1.7	-5	2	-8	-2.2	5	-17
O=C1CN(C(=O)/C=C/c2ccc(Br)cc2)CCN1	-12	-6	-3	-2.9	-2	-1	-1	-1.4	3	15
CN(C(=O)COC(=O)CCc1nc2ccccc2c(=O)[nH]1)C1CCS(=O)(=O)C1 (stereo not drawn)	-3	5	-2	-0.9	2	2	2	1.0	-2	-7
CC(=O)c1ccc(S(=O)(=O)N2CCN(C(=O)/C=C/c3ccc4ccccc4n3)CC2)cc1	-5	1	-1	-1.5	6	3	-12	-2.5	-4	x
CCCC1=Nc2cc(C(=O)N3CCC(C(N)=O)CC3)ccc2Sc2ccccc21	9	-3	-3	1.8	-9	-3	-4	-1.0	-3	-4
COC(=O)c1ccccc1C(=O)N1CCC(CCC(=O)NC2CC2)CC1	-7	-1	x	-0.6	-5	-1	-3	-0.1	3	5
COc1cc(CNc2ccc(O)cc2)cc(Br)c1OCc1ccccc1F	7	4	-5	2.0	-6	-5	9	1.7	-3	-23
COCCCNC(=O)CS(=O)(=O)Cc1nc(-c2ccccc2C)oc1C	-5	2	2	-0.2	-20	0	-9	0.6	-2	4
Cc1ccc(OCc2ccc(C(=O)NCc3cccnc3)cc2)cc1C	x	2	-1	-1.4	-5	2	2	-2.1	-6	-29
Cc1ccc2c(c1)NC(=O)C(CC(=O)NCCCN1CCCC1)O2 (stereo not drawn)	6	4	x	1.5	10	2	-7	0.2	2	13
COC(=O)c1ccc(NC(=O)CO/N=C2\CCCc3nonc32)cc1	-15	-3	-4	1.5	2	1	-2	-0.9	-4	-6
CCc1ccc(CN(C)C(=O)c2cc(COc3cccc4cnccc34)on2)cc1	22	0	-2	0.6	-6	0	-8	-2.3	-1	-18
COc1ccc(-c2nc3ccccc3[nH]2)cc1	40	-6	-2	0.9	-3	-3	0	-5.1	-2	-10
Cc1nn2c(NCCCN(C)C)c3c(nc2c1-c1ccccc1)CCCC3	-6	5	+	-2.4	-5	1	-7	0.0	1	0
CCOc1cc(/C=N/NC(=O)c2c(-c3ccccc3)noc2C)ccc1O	x	-5	0	-1.6	-9	3	-9	-1.2	-5	-1
COc1ccc(CCN(C)CCN2C(=O)c3ccccc3C2=O)cc1OC	-6	1	1	0.3	-15	1	-9	-0.7	-2	14
CCN(CC)c1ccc(C=NCCNS(=O)(=O)c2ccc(C)cc2)cc1	2	1	-2	-1.0	2	1	-5	-3.1	-10	x
CCc1cccc(CC)c1C(O)c1cccnc1 (stereo not drawn)	3	6	-1	0.0	-12	0	3	1.1	5	12
O=C(CSc1nc(-c2ccccc2)cs1)Nc1ccccc1[N+](=O)[O-]	5	7	-6	-0.3	-10	-9	-6	-0.9	-5	14
CCC1Oc2ccccc2N(CC(=O)NCc2cccs2)C1=O (stereo not drawn)	-2	-6	-1	0.1	0	-1	0	-0.8	0	-1
COc1ccc(S(=O)(=O)n2nc(C)cc2C)c(C)c1C	7	7	-3	1.0	-1	-3	-2	-2.6	-5	12
O=C(CSc1n[nH]c(-c2ccccc2O)n1)NC1CCCCC1	0	-3	3	1.0	-2	-3	7	-2.4	-4	x
Cc1ccc2[nH]c3c(c2c1)CC/C(=C/c1ccccc1)C3=O	-21	4	0	0.2	-3	-9	7	x	2	-28
O=C(CC12CC3CC(CC(C3)C1)C2)NCC(=O)OCc1cc(=O)oc2ccc3ccccc3c12	x	-5	-1	1.5	2	-1	6	-1.8	-7	-8
CCC(C)(C)NC(=O)CN(Cc1cccs1)C(=O)CNS(=O)(=O)c1ccc(C)cc1	6	6	-3	1.0	5	-1	-5	0.0	2	20
O=C(COC(=O)C1CC1)Nc1c(Cl)cccc1C(F)(F)F	-2	3	-5	-0.1	5	0	-17	-2.1	-4	3
C[C@H](CO)N1C[C@H](C)[C@@H](CN(C)Cc2ccc(C(=O)O)cc2)Oc2ccc(NS(C)(=O)=O)cc2C1=O	8	-3	-2	-1.3	-7	0	-7	-0.7	-4	-1
CC(C)Cn1c(N)c(C(=O)CSc2n[nH]c(N)n2)c(=O)n(C)c1=O	0	-2	6	0.4	9	2	4	-0.4	-4	15
Cc1nn(-c2nc(-c3ccco3)cc(C(F)(F)F)n2)c(C)c1Cl	-8	-5	-5	-2.6	-2	-1	2	-0.8	-3	30
Cc1cc(C(=O)CSc2nc3ccccc3[nH]2)c(C)n1C	7	-3	2	1.2	-1	-1	7	-1.8	-8	-21
Cn1c(=O)c2c(nc3n2CCS3)n(C)c1=O	4	6	15	1.4	9	0	-2	-0.1	-1	10
O=C(NCc1ccccc1Cl)c1ccc2c(c1)SC1=NS(=O)(=O)CCN12	2	-2	6	2.1	-2	1	-5	-1.0	-5	x
CN(C(=O)c1cccc(NC(=O)Cc2ccc(NC(=O)C3CCCN(C(=O)CCc4ccccc4)C3)cc2)c1)C1CC1 (stereo not drawn)	8	0	-5	0.5	-3	-5	-5	-1.8	1	-61
C=CC[C@@H](CC(=O)N[C@H](CO)Cc1ccccc1)C(=O)N[C@@H](C)COC(=O)[C@@H](CC=C)Cc1ccc(F)cc1	2	-1	-1	-1.9	8	-5	-6	0.0	0	-24
O=C(N/C(=C/c1cccs1)C(=O)N1CCCC1)c1ccccc1	0	-1	-1	0.3	4	1	-9	-2.1	1	x
COc1ccc(S(=O)(=O)N(C)CC(=O)Nc2ccc(C(F)(F)F)cc2)cc1Cl	0	-5	x	-2.0	-4	-4	-2	-2.2	0	-6
O=C(O)C1CCN(c2ccc(S(=O)(=O)N3CCCCC3)cc2[N+](=O)[O-])CC1	-9	13	-8	0.5	2	4	6	0.5	-2	12
COc1cc(SC)ccc1C(=O)Nc1ccc2c(c1)CCC2	22	-7	-3	-1.0	-20	-17	1	-1.1	0	-16
Cc1ccc(C(=O)NCCCNC(=O)Cc2ccccc2)cn1	-11	5	-1	-0.1	-7	1	-2	-1.8	2	x
COc1ccc(Oc2nccc(OC)c2C#N)cc1	4	2	-2	-0.4	16	-1	5	-1.9	4	19
CNC(=O)c1nc(C)n(-c2ccc([N+](=O)[O-])cc2)n1	7	6	3	-3.5	11	-7	-7	0.4	3	5
CN(CCOc1ccccc1)CC(=O)Nc1ccc(Cl)c(S(=O)(=O)N(C)C)c1	-7	3	-4	0.4	-10	0	-4	-0.1	-2	13

Profiles, looked up by structure.
COc1ccc(Oc2nccc(OC)c2C#N)cc1 across the screens: Rtt109 HAT inh = 4; RTF Ca sens act = 2; CAL PDZ FP-1 = -2; C-LANA FP = -0.4; PKA-R2B activ = 16; DAGLB inhibitor = -1; Cardiac RTF inh = 5; CAL PDZ FP-2 = -1.9; Keap1-Nrf2 PPI = 4; SR-BI uptake up = 19
O=C(NCc1ccccc1Cl)c1ccc2c(c1)SC1=NS(=O)(=O)CCN12 across the screens: Rtt109 HAT inh = 2; RTF Ca sens act = -2; CAL PDZ FP-1 = 6; C-LANA FP = 2.1; PKA-R2B activ = -2; DAGLB inhibitor = 1; Cardiac RTF inh = -5; CAL PDZ FP-2 = -1.0; Keap1-Nrf2 PPI = -5; SR-BI uptake up = x

(continued)
SMILES	Rtt109 HAT inh	RTF Ca sens act	CAL PDZ FP-1	C-LANA FP	PKA-R2B activ	DAGLB inhibitor	Cardiac RTF inh	CAL PDZ FP-2	Keap1-Nrf2 PPI	SR-BI uptake up
Cn1nc(C(=O)Nc2ccccc2Cl)cc1C(=O)Nc1ccccc1Cl	-9	0	2	-0.6	-2	-2	-6	1.5	-3	-6
O=C1[C@H]2[C@@H](c3ccc(F)cc3)N3C(=O)N(c4cccc(Cl)c4)C(=O)[C@@]3(Cc3ccccc3)[C@H]2C(=O)N1C1CCCCC1	9	9	-2	0.4	5	-10	-8	-0.6	3	4
Cc1cnc(C(=O)OCC(=O)c2ccc(Br)s2)cn1	-3	-2	-3	-0.6	-2	2	11	-0.4	-1	8
Cc1cnn(CCC(=O)NNC(=S)Nc2cccc(Cl)c2)c1	-1	1	-1	-0.2	-5	3	-1	-2.5	-1	9
O=S(=O)(N/N=C/c1ccc(F)cc1)c1ccccc1	13	10	-6	-0.1	-11	-1	4	0.7	-1	9
CC1CCc2nc(NC(=O)C3CCCO3)sc2C1 (stereo not drawn)	2	0	x	-1.5	-6	2	-1	-1.3	-6	1
Cc1cc(C)cc(NC(=S)NCCN2CCOCC2)c1	-7	-10	-1	-0.9	-5	1	-9	-2.4	-4	8
Cc1onc(-c2ccccc2Cl)c1C(=O)NCC(=O)O	3	0	-1	0.7	2	-3	-11	x	5	9
COc1cc(C(=O)NC(=S)NCc2ccco2)cc(OC)c1OC	-9	-1	x	-1.2	-5	-3	-16	-0.9	3	-46
CC(C)(C)Cc1nnc(NC(=O)c2ccc3c(c2)OCO3)s1	2	-2	3	-1.1	-5	-1	-1	-0.9	-1	-8
Cc1ccc(NC(=O)c2ccco2)c(NC(=O)C2CCCO2)c1 (stereo not drawn)	x	-5	-4	-0.4	4	-1	-8	-2.8	-3	13
Cc1c(C(=O)O)cccc1-n1c(C)cc(C=O)c1C	-19	-3	-2	5.2	-6	0	2	-3.0	1	4
O=C(c1ccccc1F)N1CCOCC1	-4	0	0	0.4	-11	0	1	-2.0	-9	7
O=C(O)CSCC(=O)N1CCN(c2ncnc3scc(-c4ccccc4)c23)CC1	7	-3	-2	-0.6	-6	-2	5	-0.8	-3	-27
Cc1ccc(C)c(N(CC(=O)N/N=C/c2ccc(-c3ccc([N+](=O)[O-])cc3)o2)S(=O)(=O)c2ccccc2)c1	2	7	-4	-0.8	-6	-1	0	-0.2	-5	-37
CC(=O)CSc1nc2ccc(Nc3nc(N4CCOCC4)nc(N4CCOCC4)n3)cc2s1	-9	-5	-1	2.9	4	1	-5	-1.4	-4	-53
